From PubChem BioAssay
GLA spleen mod – qHTS Assay for Inhibitors and Activators of Human alpha-Galactosidase From Spleen Homogenate. 240,000 tested, 0.008% active. Potency, µM (series often up to 80 µM), for the others: top-dose activity change, negative = inhibition, hits mostly inhibitors. human spleen homogenate, 4MU-alpha-Gal fluorescence, 40 min;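 also: 0% = enzyme with vehicle and -100% = no enzyme basal signal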
Target sequence (P06280 32-429 limits assumed): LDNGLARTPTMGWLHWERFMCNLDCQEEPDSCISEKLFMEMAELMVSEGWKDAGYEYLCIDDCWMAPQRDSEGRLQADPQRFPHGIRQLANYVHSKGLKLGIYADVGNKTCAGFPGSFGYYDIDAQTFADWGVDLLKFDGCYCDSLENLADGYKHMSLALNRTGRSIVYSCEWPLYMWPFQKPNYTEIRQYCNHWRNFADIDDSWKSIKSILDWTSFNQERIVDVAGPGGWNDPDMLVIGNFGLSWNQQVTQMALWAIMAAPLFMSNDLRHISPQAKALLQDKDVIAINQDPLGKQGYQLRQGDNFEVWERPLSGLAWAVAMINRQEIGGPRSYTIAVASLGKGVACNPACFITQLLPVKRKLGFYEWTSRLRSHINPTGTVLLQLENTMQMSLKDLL
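Human spleen homogenate (1 ug) was the enzyme source, with 4-methylumbelliferyl-alpha-D-galactopyranoside (1 mM final) in pH 5.0 citrate buffer with 0.01% Tween-20. Compounds were titrated; after 40 min at 37C, NaOH/glycine stop, 4-MU fluorescence read; AC50 from Hill fits.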
ALDH1A1 inh – qHTS Assay for Inhibitors of Aldehyde Dehydrogenase 1 (ALDH1A1); Aldehyde dehydrogenase 1A1 (Homo sapiens), P00352; Purified ALDH1A1, NADH fluorescence, propionaldehyde substrate; Potency, µM (titrated, usually from 75.3 µM), for inactives: at the top dose activity, negative = inhibition, usual class: inhibitors; 220,000 tested, 7.3% active; AID 1030, 2008; active = well fitted inhibition curve with a large enough effect, not every such curve was filed as active; inconclusive = small, poorly fitted or top-dose-only effect, or another doubt; inactive = no such curve, though single readings can be large or run the other way;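 also: plate controls were no enzyme wells and a reference inhibitor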
Target sequence (P00352 whole entry, looked up): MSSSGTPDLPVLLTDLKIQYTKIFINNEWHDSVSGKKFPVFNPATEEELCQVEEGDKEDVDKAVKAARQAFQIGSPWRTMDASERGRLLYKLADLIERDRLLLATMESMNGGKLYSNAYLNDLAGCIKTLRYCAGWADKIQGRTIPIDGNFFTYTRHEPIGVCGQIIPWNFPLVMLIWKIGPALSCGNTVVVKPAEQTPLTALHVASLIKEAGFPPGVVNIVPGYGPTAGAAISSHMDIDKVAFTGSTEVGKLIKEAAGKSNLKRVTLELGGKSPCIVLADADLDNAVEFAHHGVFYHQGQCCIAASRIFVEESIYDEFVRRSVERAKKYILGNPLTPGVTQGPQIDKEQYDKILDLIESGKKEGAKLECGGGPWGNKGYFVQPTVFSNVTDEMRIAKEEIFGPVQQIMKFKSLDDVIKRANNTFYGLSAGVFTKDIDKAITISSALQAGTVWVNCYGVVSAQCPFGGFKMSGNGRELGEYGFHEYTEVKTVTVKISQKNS
Tau fluor counter – Counterscreen qHTS for Inhibitors of Tau Fibril Formation, Fluorescence Polarization. tau K18 P301L Alexa594 fluorescence, heparin fibrillization. 280,000 tested, 0.93% active. Potency, µM (titrated, usually from 57.7 µM), for inactives: at the highest dose activity change, negative = decrease; also: nearly all actives have a fitted effect of over 55% in size
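Human K18 P301L tau (15 uM unlabeled plus 0.24 uM Alexa 594-labeled, final) in 100 mM sodium acetate pH 7 was mixed with compound and 20 uM heparin and incubated 6 hr at 37 C.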
L3MBTL1 block – qHTS Assay for the Inhibitors of L3MBTL1; Lethal(3)malignant brain tumor-like protein 1 (Homo sapiens), Q9Y468; AlphaScreen L3MBTL1–H3K9me1 peptide binding; Potency, µM (top dose mostly 57.1 µM), without a hit: at the highest dose activity, negative = inhibition, hits mostly inhibitors; 230,000 tested, 0.66% active; also: nearly all actives have a fitted effect of over 60% in size
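L3MBTL1 50 nM + b-AHA-H3(1-15)K9me1 75 nM, 30 min RT; compound added, 30 min RT; streptavidin donor/Ni-chelate acceptor beads 10 ug/mL each final, 30 min RT dark; AlphaScreen read.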
Tau fibril FP – qHTS for Inhibitors of Tau Fibril Formation, Fluorescence Polarization; Microtubule-associated protein tau (Homo sapiens), P10636; K18 P301L tau heparin fibrillization, Alexa594 FP, 6 h; Potency, µM (top dose mostly 57.7 µM), without a hit: top-dose activity, negative = inhibition, hits mostly inhibitors; 280,000 tested, 0.39% active; AID 1468, 2008; also: nearly all actives have a fitted effect of over 55% in size
Target sequence (P10636 561-689 P618L limits assumed): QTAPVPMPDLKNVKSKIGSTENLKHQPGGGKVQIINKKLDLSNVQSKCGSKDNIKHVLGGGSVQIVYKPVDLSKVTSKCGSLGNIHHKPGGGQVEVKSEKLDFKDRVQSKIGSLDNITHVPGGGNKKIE
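Recombinant K18 P301L […], labeled with Alexa 594 at 0.24 uM over 15 uM unlabeled; heparin inducer 20 uM final; 37 C, 6 hr; FP endpoint.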
TexasRed fluor – Total Fluorescence Counterscreen for Inhibitors of the Interaction of Thyroid Hormone Receptor and Steroid Receptor Coregulator 2; TRb/SRC2 Texas Red total fluorescence interference; Potency, µM (top dose mostly 106 µM), for inactives: at the top dose fluorescence change, negative = quenching; 280,000 tested, 0.29% active; active = well fitted curve in either direction with a large enough effect; inconclusive = small, poorly fitted or top-dose-only effect
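Human TRβ ligand-binding domain (0.6 uM) and Texas Red SRC2 peptide (20 nM) in Tris buffer with 1 uM T3 and 5% DMSO were incubated with pinned compound for 5 hr at ambient temperature. Total fluorescence was computed as S + 2P (555/632 nm).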
Tau ThT inhib – qHTS for Inhibitors of Tau Fibril Formation, Thioflavin T Binding | Microtubule-associated protein tau (Homo sapiens), P10636 | recombinant tau K18 P301L (four-repeat tau fragment), heparin-induced fibrillization, ThT fluorescence | Potency, µM (titrated, usually from 57.4 µM), for the others: at the top dose activity, negative = inhibition, usual class: inhibitors | 270,000 tested, 2.1% active; also: nearly all actives have a fitted effect of over 55% in size
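In this qHTS, human K18 P301L tau is incubated with compound and heparin for 6 hr at 37 C, and Thioflavin T fluorescence then reports fibril load.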
TRb SRC2 PPI – qHTS for Inhibitors of the Interaction of Thyroid Hormone Receptor and Steroid Receptor Coregulator 2 | Thyroid hormone receptor beta (Homo sapiens), P10828 | TRbeta-SRC2 peptide binding, fluorescence polarization; receptor liganded with 1 µM T3 | Potency, µM (doses to about 106 µM), for inactives: at the top dose activity change, negative = inhibition, usual class: inhibitors | 280,000 tested, 0.065% active | AID 1469, 2008;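 also: plate controls were bound peptide for no effect and peptide without receptor for full effect; nearly all actives have a fitted effect of over 50% in size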
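Quantitative HTS by FP: 0.6 uM TRb LBD, 20 nM labeled SRC2 20-mer, 1 uM T3, 5% DMSO; 5 hr ambient incubation; % activity per concentration and potencies from concentration series.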
An asterisk follows results filed as active; ? = inconclusive; . = not tested or not shown; [ ] = another dose, or the depositor's remark. Unless noted, calls follow the shape of the dose curve; as a rule, active = well fitted curve in the direction sought with a large enough effect; inconclusive = small, poorly fitted or top-dose-only effect, or another doubt; inactive = no such curve, though single readings can be large; an effect the other way counts as inactive or inconclusive. Unless noted, % is scaled to controls: 0 for no effect and ±100 for the full control effect; potency is read from the fitted curve at half-maximal effect. An unsorted share of the library; overall some 8.5% were active at least once.

A first look, 2 compounds:
SMILES | GLA spleen mod | ALDH1A1 inh | Tau fluor counter | L3MBTL1 block | Tau fibril FP | TexasRed fluor | Tau ThT inhib | TRb SRC2 PPI
CCOC(=O)N1CCC(N(CCOC)C(=O)Nc2ccc(CC)cc2)CC1 | -9.9% | -10.4% | -3.1% | 10.2%[11.4 µM] | -8.5% | 2.6% | -10.2% | -4.6%
CCCOC(=O)Nc1c(C)cccc1C(C)C | 6.2% | -4.2% | 4.8% | -30.0% | 7.7% | -1.6% | 9.3% | 8.7%

The list itself, repeating the preview:
SMILES | GLA spleen mod | ALDH1A1 inh | Tau fluor counter | L3MBTL1 block | Tau fibril FP | TexasRed fluor | Tau ThT inhib | TRb SRC2 PPI
CCOC(=O)N1CCC(N(CCOC)C(=O)Nc2ccc(CC)cc2)CC1 | -9.9% | -10.4% | -3.1% | 10.2%[11.4 µM] | -8.5% | 2.6% | -10.2% | -4.6%
CCCOC(=O)Nc1c(C)cccc1C(C)C | 6.2% | -4.2% | 4.8% | -30.0% | 7.7% | -1.6% | 9.3% | 8.7%
COc1ccc(NC(=O)CSc2ccccc2)cn1 | -3.5% | 6.6% | -12.2% | 6.5% | 0.3% | 0.4% | -11.9% | -2.5%
COc1ccc(CCNC(=O)COC(=O)c2cnc(C)cn2)cc1OC | 1.7% | 12.6µM* | -1.4% | -1.0% | 1.9% | -4.9% | -7.0% | 1.2%
CC1=C(C(=O)N2CCOCC2)C(c2ccc(C)cc2)NC(=S)N1 (centres undefined) | -2.6% | 17.8µM* | -2.2% | 1.5% | 5.9% | -0.4% | -2.7% | 1.5%
Cc1ccc(-n2c(C)nnc2SCC(=O)N2CCc3ccccc3C2)cc1C | 0.3% | ? | -2.5% | 4.6% | 3.1% | -3.1% | -5.0% | 4.0%
COc1ccc(NC(=O)CSc2nc3[nH]ncc3c(=O)n2-c2ccccc2C)cc1OC | 2.1% | 28.2µM* | -20.2% | -2.4% | 12.1% | 1.0% | -4.5% | 5.0%
CC(C)COC(=O)c1cc(-c2ccc(/C=N/n3cnnc3)o2)ccc1Cl | 3.8% | ? | -2.9% | -6.5% | -0.4% | -3.0% | -8.3% | -7.0%
CN1C(=O)/C(=C\c2cc(N=Nc3ccccc3)ccc2O)SC1=S | 9.7% | ? | 4.47µM*[quencher] | -20.1% | ? | 8.7% | 3.55µM* | 10.2%
Cc1ccc(CNC(=O)C2CC(=O)N(CCC(C)C)C2)cc1 (centres undefined) | 3.5% | 8.7% | -6.2% | . | -0.8% | -1.1% | -8.2% | -0.1%
Cc1cc(C)cc(Nc2cc(C)nc3nncn23)c1 | . | . | 0.5% | . | -7.8% | -2.0% | -3.6% | 10.4%
CCC(NC(=O)NCc1cccnc1)(C(F)(F)F)C(F)(F)F | 23.9% | 14.9% | -3.8% | 4.8% | -7.2% | -1.2% | 0.8% | 0.5%
COc1ccc(C2=NOC(C(=O)NCc3ccccn3)C2)cc1OC (centres undefined) | 3.3% | 16.6% | -10.0% | . | 6.8% | -4.3% | -8.0% | -0.9%
CCOC(=O)c1sc(NC(=O)c2nc3nc(C)cc(C(F)F)n3n2)c(C(=O)OC)c1C | . | . | -1.7% | . | -9.5% | -8.2% | -1.1% | -2.7%
N#CCCn1cc(C(=O)Nc2ccc(C(=O)O)cc2)c(-c2cc3ccccc3o2)n1 | 3.2% | 6.1% | -1.6% | 9.7% | -0.8% | -2.3% | 0.4% | -2.6%
CCOC(=O)c1ccc2nc(C)c(C)nc2c1 | 8.1% | . | -6.6% | 4.2% | 0.4% | 5.3% | -10.1% | 6.8%
CCCNc1nc2c(c(=O)[nH]c(=O)n2C)n1Cc1ccc(F)cc1 | 1.0% | 4.3% | -3.6% | 0.6% | 8.2% | -2.8% | -4.1% | -3.0%
CCOc1ccc(C(=O)OCc2cc(=O)n3nc(C4CC4)sc3n2)cc1 | . | . | -0.1% | . | 4.9% | -9.9% | -5.8% | -2.7%
COc1ccc(N2C(=O)C3CCCN3C2c2cccc(F)c2)cc1Cl (centres undefined) | -5.1% | 1.3% | -21.7% | 2.0% | -10.6% | -3.3% | -6.2% | 1.1%
Cc1cccc(NC(=S)NCc2cccs2)c1 | 12.8% | -1.7% | -6.1% | -3.4%[11.4 µM] | -2.5% | -1.5% | -1.8% | 1.8%
Cc1ccc(S(=O)(=O)NCCN2CCNC2=O)cc1 | 6.1% | 4.1% | -5.6% | 2.1% | 2.8% | 0.6% | -2.4% | 6.3%
CCC(C(=O)N1CCOCC1)n1c(C(=O)OC)cc2occc21 (centres undefined) | -2.8% | 5.7% | -3.1% | -6.6% | -8.4% | 2.3% | -4.1% | -4.2%
CCOc1cc(C2CC(=O)Nc3nc(SCc4ccccc4)[nH]c(=O)c32)ccc1O (centres undefined) | . | . | -17.5% | . | 4.7% | 1.8% | -5.9% | -1.5%
CC1CCN(c2ccc(-c3nc(C(C)C)no3)cc2[N+](=O)[O-])CC1 | . | . | -5.8% | . | 13.0% | -1.6% | -11.4% | 8.3%
COc1cc(C(=O)O)nc2ccc([N+](=O)[O-])cc12 | -1.0% | ? | 13.6% | 38.7%[activator] | 5.9% | 0.6% | 2.9% | 2.7%
CC(C)(C)N(Cc1ccccc1)C(=O)COC(=O)c1cccc([N+](=O)[O-])c1 | -12.1% | -12.8% | -20.4% | -12.7% | 0.4% | 3.3% | -5.5% | 5.6%
CNc1c([N+](=O)[O-])cnn1-c1ccc(F)cc1 | 1.9% | ? | 5.8% | 5.7% | 4.2% | -3.6% | 5.6% | 4.6%
O=C(CNC(=O)c1ccco1)OCc1ccc(Cl)cc1 | -4.2% | ? | 14.2% | -6.3%[11.4 µM] | 7.3% | -4.4% | 4.1% | 7.1%
COC(=O)CNC(c1ccccc1)c1cc(Br)ccc1NS(=O)(=O)c1ccccc1 (centres undefined) | 12.8% | 15.3% | -18.6% | -7.5% | -3.4% | -3.3% | -3.8% | -3.2%
Brc1ccccc1-c1csnn1 | -3.8% | 0.4% | -11.1% | 1.7% | 0.5% | -2.8% | -7.9% | -1.7%
CCN(CC(=O)NCCc1ccc(S(N)(=O)=O)cc1)Cc1nc2ccccc2c(=O)[nH]1 | -7.9% | ? | 3.0% | 8.0% | 3.5% | 0.5% | -0.2% | 5.2%
COc1ccccc1CNC(=O)Cn1c(=O)oc2ccccc21 | . | . | -3.3% | . | 6.9% | -1.2% | 4.1% | 2.8%
COc1ccc(NC(=O)N2CCC(n3cnc4ccccc43)CC2)cc1 | 2.5% | 4.9% | -7.0% | 11.1% | 3.3% | -2.9% | -11.2% | 0.2%
CCCc1cc(C(=O)OC)c(NC(=O)CCC(=O)O)s1 | -5.2% | 6.0% | 3.1% | -2.0% | 1.6% | -3.0% | 4.7% | -13.7%
COc1cccc(CN2c3ccccc3-c3nc(SCC(=O)Nc4cccc(C)c4)ncc3S2(=O)=O)c1 | . | . | ? | . | ? | -15.9% | 2.1% | 7.2%
CC(C)OCCCNS(=O)(=O)c1ccc2c(c1)oc(=O)n2C | -2.3% | -5.2% | 1.0% | -16.9% | 0.5% | -0.6% | -2.8% | 0.5%
CC(C)Cn1c(SCC(=O)N2CCN(S(=O)(=O)c3ccccc3)CC2)nc2ccccc21 | -11.8% | 12.6µM* | -2.7% | 13.9% | -1.6% | -0.3% | -2.4% | -17.5%
ClC1(Cl)CC1CSc1ncn[nH]1 (centres undefined) | 1.3% | 2.2% | 6.7% | 1.9% | 8.8% | 1.1% | 10.9% | 0.8%
CC1(C)CC(=O)C2=C(C1)OC1=C(C(=O)CC(C)(C)C1)C2c1cc([N+](=O)[O-])cc([N+](=O)[O-])c1O | -8.0% | -6.5% | 10.0% | -19.0% | -0.4% | 0.4% | 13.8% | -4.1%
CCC(C)(C)NC(=O)c1ccccc1Oc1ccccc1 | 4.9% | 4.7% | 10.0% | 30.9%[activator] | -1.2% | -1.8% | 12.4% | -6.2%
CCOc1ccccc1-c1noc(CSc2nnc(-c3ccccc3)n2-c2ccc(OC)cc2)n1 | . | . | -16.0% | . | 0.7% | -11.9% | -11.3% | 0.6%
COc1ccccc1CNC(=O)c1ccc(S(=O)(=O)N(C)C)cc1 | 6.2% | ? | -6.9% | 7.5% | -12.6% | 1.4% | 1.9% | 6.7%
CCN(CC)Cc1nc2sc(C)c(C)c2c(=O)[nH]1 | 4.0% | -1.3% | 7.3% | 7.7% | 4.1% | 0.6% | 0.9% | 2.5%
COc1ccc(CC2(CO)CCN(Cc3cnn(C)c3C)CC2)cc1 | -7.1% | 16.7% | -7.1% | -1.1% | 0.3% | -2.0% | -7.0% | 8.0%
CCn1c(CNc2ccc(C)cc2C)nnc1SCC(=O)N1CCCc2ccccc21 | -0.4% | 7.08µM* | -6.7% | . | 1.7% | 1.2% | -9.7% | -14.1%
Cc1ccc(C(=O)Nc2nnc(S(=O)(=O)N(C)Cc3ccc(Cl)cc3)s2)cc1 | . | . | -4.6% | . | -5.4% | 0.2% | 7.0% | 6.5%

Entries of single compounds, looked up by structure:
CC1=C(C(=O)N2CCOCC2)C(c2ccc(C)cc2)NC(=S)N1 (centres undefined) across the screens: GLA spleen mod: -2.6%; ALDH1A1 inh: 17.8µM*; Tau fluor counter: -2.2%; L3MBTL1 block: 1.5%; Tau fibril FP: 5.9%; TexasRed fluor: -0.4%; Tau ThT inhib: -2.7%; TRb SRC2 PPI: 1.5%
CCOC(=O)c1ccc2nc(C)c(C)nc2c1 across the screens: GLA spleen mod: 8.1%; ALDH1A1 inh: .; Tau fluor counter: -6.6%; L3MBTL1 block: 4.2%; Tau fibril FP: 0.4%; TexasRed fluor: 5.3%; Tau ThT inhib: -10.1%; TRb SRC2 PPI: 6.8%
O=C(CNC(=O)c1ccco1)OCc1ccc(Cl)cc1 across the screens: GLA spleen mod: -4.2%; ALDH1A1 inh: ?; Tau fluor counter: 14.2%; L3MBTL1 block: -6.3%[11.4 µM]; Tau fibril FP: 7.3%; TexasRed fluor: -4.4%; Tau ThT inhib: 4.1%; TRb SRC2 PPI: 7.1%
